PLC-beta3 inh: human PLC-beta3 inhibitors, primary screen, biochemical, fluorescence | 1-phosphatidylinositol 4,5-bisphosphate phosphodiesterase beta-3 (Homo sapiens), Q01970 | AID 720704, 2013 | 370,000 compounds, 0.18% hits | inhibition, % at 12.2 µM | Purified PLC-beta3, fluorogenic substrate; in the data active = inhibition above about 11%;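 note: 0% = median of compound wells on plate and 100% = full blocker control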
Target sequence (Q01970 whole entry, looked up): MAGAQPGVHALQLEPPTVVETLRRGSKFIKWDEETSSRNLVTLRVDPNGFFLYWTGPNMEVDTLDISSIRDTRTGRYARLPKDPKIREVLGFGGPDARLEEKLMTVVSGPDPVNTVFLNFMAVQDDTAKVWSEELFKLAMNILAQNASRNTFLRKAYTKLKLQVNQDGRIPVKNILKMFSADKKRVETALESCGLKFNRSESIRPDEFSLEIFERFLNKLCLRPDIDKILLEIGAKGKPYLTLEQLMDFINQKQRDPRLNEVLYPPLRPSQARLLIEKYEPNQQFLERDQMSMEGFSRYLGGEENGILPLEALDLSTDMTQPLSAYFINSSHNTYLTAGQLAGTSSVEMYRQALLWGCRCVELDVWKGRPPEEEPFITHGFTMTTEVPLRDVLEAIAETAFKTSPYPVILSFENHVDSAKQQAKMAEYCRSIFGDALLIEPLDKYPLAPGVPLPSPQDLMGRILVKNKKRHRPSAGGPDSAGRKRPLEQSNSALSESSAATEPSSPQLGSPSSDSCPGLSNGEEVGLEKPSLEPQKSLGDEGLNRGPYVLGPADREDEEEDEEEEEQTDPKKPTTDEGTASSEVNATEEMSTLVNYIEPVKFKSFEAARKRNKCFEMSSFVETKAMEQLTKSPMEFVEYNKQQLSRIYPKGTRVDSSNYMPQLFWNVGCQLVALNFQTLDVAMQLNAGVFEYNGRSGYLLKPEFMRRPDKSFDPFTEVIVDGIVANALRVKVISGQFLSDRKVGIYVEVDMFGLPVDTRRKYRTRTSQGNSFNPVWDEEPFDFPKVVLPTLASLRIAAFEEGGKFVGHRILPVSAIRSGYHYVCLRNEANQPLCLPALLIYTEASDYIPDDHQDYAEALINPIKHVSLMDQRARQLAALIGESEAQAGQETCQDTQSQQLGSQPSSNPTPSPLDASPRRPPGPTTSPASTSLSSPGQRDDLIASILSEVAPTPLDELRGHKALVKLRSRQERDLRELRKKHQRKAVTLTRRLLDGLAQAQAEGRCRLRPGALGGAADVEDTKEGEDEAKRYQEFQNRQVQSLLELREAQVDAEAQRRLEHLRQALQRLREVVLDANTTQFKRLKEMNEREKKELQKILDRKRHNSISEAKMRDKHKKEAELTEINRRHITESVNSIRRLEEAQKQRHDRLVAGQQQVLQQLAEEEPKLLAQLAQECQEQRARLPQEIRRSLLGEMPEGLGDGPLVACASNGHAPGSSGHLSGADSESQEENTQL
MBD2 inh: inhibitors of MBD2 binding to methylated DNA, primary screen, biochemical, TR-FRET, DNA-binding domain, human | Methyl-CpG-binding domain protein 2 (Homo sapiens), Q9UBB5 | MBD2 binding to methylated oligonucleotide | inhibition, % at 4.4 µM | 370,000 compounds, 0.31% hits | AID 686964, 2013; in the data active = inhibition above about 13%
PLC-gamma1 inh: PLC-gamma1 enzyme inhibitors, primary screen, biochemical, fluorescence, purified enzyme. 370,000 compounds, 0.84% hits. AID 720700, 2013. 1-phosphatidylinositol 4,5-bisphosphate phosphodiesterase gamma-1 (Homo sapiens), P19174. inhibition, % at 12.2 µM. fluorogenic substrate; in the data active = inhibition above about 9.5%
ARFGAP1 inhibitor: inhibitors of rat ARFGAP1 GAP activity, primary screen, biochemical, fluorescence polarization, GDP tracer. ADP-ribosylation factor GTPase-activating protein 1 (Rattus norvegicus), Q62848. Arfgap1-stimulated ARF1 GTP hydrolysis, GDP FP detection. inhibition, % at 16.5 µM. 360,000 compounds, 0.26% hits;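 active = inhibition above a per-plate limit, mean inhibition of low control wells plus 3 SD, cut at about 25% in these data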;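 note: 0% = DMSO wells with enzyme and 100% = wells lacking Arfgap1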
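Material: rat Arfgap1 GAP domain (His6, aa 1-136), purified enzyme. Also added: human ARF1(Δ1-17)-GTP substrate. Compound dosing: 16.5 µM single point, 1.26% DMSO. Timing: enzyme reaction 120 min at 25 °C after 20 min preincubation. Signal: GDP detection by fluorescence polarization. Read-out basis: percent inhibition of GAP-stimulated GDP formation, scaled between DMSO and no-Arfgap1 medians.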
proKLK7 act: proKLK7 zymogen activators, primary screen, biochemical, fluorescence intensity. purified proKLK7, EDANS-DABCYL substrate fluorescence; 100% is mature enzyme control, 0% vehicle. AID 652039, 2013. activation, % at 7 µM. 370,000 compounds, 0.9% hits. Kallikrein-7 (Homo sapiens), P49862;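 active = activation above the mean of all tested compounds plus 3 SD, computed per campaign excluding outliers beyond control limits, cut at about 13% in these data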
ADAM17 inh: ADAM17 inhibitors, primary screen, biochemical, QFRET. Disintegrin and metalloproteinase domain-containing protein 17 (Homo sapiens), P78536. 370,000 compounds, 0.83% hits. recombinant ADAM17, EDANS/DABCYL FRET peptide cleavage. inhibition, % at 6.95 µM;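 active = inhibition above the mean of compounds lying between control limits plus 3 SD, set per campaign, cut at about 8.5% in these data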;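 note: 0% = DMSO-only wells as the low control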
Tn7 DDE FP: inhibitors of Tn7 peptide binding to fibrin DD(E), primary screen, biochemical, fluorescence polarization, human fibrin, Tn7 probe; Fibrinogen beta chain (Homo sapiens), P02675; FP displacement of FITC-Tn7 peptide from fibrin DD(E); 0% = median of compound wells per plate; 370,000 compounds, 0.13% hits; inhibition, % at 8.3 µM;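 active = inhibition above the mean of compounds falling within the control limits plus 3 SD of them, cut at about 14% in these data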;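 note: 0% = plate median of compound wells and 100% = 10 µM Aha-Tn7 peptide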
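Assay system: human fibrin DD(E). Input: DD(E) 2 µM final. Medium: Tris buffer with calcium and detergent, pH 7.8. Compound dosing: single point at 8.3 µM. Timing: 10 min plus 3 h, room temperature. Technique: fluorescence polarization of the labelled Tn7 tracer. Read-out: percent inhibition. Replicates: singlicate testing.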
ASAP1 GAP inh: inhibitors of human ASAP1 ArfGAP activity, primary screen, biochemical, fluorescence polarization | 360,000 compounds, 0.19% hits | ASAP1-stimulated ARF1 GTP hydrolysis, GDP FP detection | inhibition, % at 16.5 µM | Arf-GAP with SH3 domain, ANK repeat and PH domain-containing protein 1 (Homo sapiens), … | AID 624377, 2012; in the data active = inhibition above about 25%;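 note: 0% = vehicle with enzyme and substrate and 100% = no enzyme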
Tn6 DDE FP: inhibitors of Tn6 peptide binding to fibrin DD(E), primary screen, biochemical, fluorescence polarization, human fibrin, Tn6 probe; Fibrin DD(E) TRITC-Tn6 fluorescence polarization displacement; inhibition, % at 8.3 µM; AID 720509, 2013; Fibrinogen beta chain (Homo sapiens), P02675; 370,000 compounds, 0.21% hits;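 active = inhibition above a per-campaign cutoff: mean of compounds within control limits plus 3 SD, cut at about 15% in these data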;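 note: 0% = median of all compound wells on the plate and 100% = blocking peptide control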
UHRF1 binding: UHRF1 methylated DNA binding inhibitors, primary screen, counter-screen for MBD2 inhibitor project, biochemical, TR-FRET, human UHRF1, single concentration; E3 ubiquitin-protein ligase UHRF1 (Homo sapiens), Q96T88; 370,000 compounds, 0.75% hits; inhibition, % at 4.4 µM; UHRF1 binding to methylated oligo; in the data active = inhibition above about 21%;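 note: UHRF1 SRA domain binding a hemimethylated CpG hairpin DNA probe; 0% = median of test compound wells and 100% = reference inhibitor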
The depositor's hits bear a star; . = not tested or not shown.

Below each SMILES: ADAM17 inh	PLC-gamma1 inh	PLC-beta3 inh	MBD2 inh	ARFGAP1 inhibitor	proKLK7 act	Tn6 DDE FP	UHRF1 binding	Tn7 DDE FP	ASAP1 GAP inh
CCC(=O)Nc1ccc(NCc2ccc(-c3ccccc3)cc2)cc1
    -3.3	-2.9	1.2	-2.3	-1.4	0.0	2.9	-1.2	-7.8	11.7
COc1ccc(CN(C)S(=O)(=O)c2c(C)noc2C)cc1OC
    -3.4	0.6	-5.1	-1.2	10.6	-0.9	3.9	14.4	8.4	-0.2
O=C(COc1ncnc2sccc12)N1CCN(S(=O)(=O)c2ccc(Cl)cc2)CC1
    -4.5	7.6	-8.7	3.6	14.3	-0.5	-9.2	12.2	-0.8	2.7
COc1cccc(NC(=O)CNC(=O)c2ccc(C)cc2)c1
    -0.5	0.9	-3.2	-2.4	1.4	-0.5	-3.9	-0.5	3.5	8.1
COc1ccc(OC)c(N(C(=O)c2ccco2)C(C(=O)NC2CCCC2)c2ccc(N3CCOCC3)cc2)c1 (stereo unspecified)
    -1.4	-1.9	-2.3	-2.8	0.5	0.0	-2.5	-0.8	-3.0	2.1
Cc1ccc(C(=O)CN(C(=O)c2ccc(Cl)cc2)N2C(=O)CCC2=O)cc1
    -4.7	0.2	0.2	-1.9	-5.5	-0.2	5.0	-1.6	6.0	-6.8
COc1ccc(S(=O)(=O)Nc2cc3c(cc2C(C)=O)OCO3)cc1
    -3.9	-5.0	-9.2	-2.2	13.6	0.4	-5.8	-1.8	5.5	7.5
CCn1cc([N+](=O)[O-])c(C(=O)Nc2c(C)nn(Cc3cccc(F)c3)c2C)n1
    1.1	1.7	3.4	3.4	3.4	-0.8	-7.6	-2.5	-2.0	3.7
CSc1nc(SCCN(C)C)c2c3c(sc2n1)COC(C)(C)C3
    -7.9	0.5	-7.5	-3.3	4.8	0.1	0.3	-2.0	-6.5	8.2
COC(=O)[C@]12CCCCC=C1N(Cc1ccc3c(c1)OCO3)C(=O)[C@H](CC(=O)NCc1ccccc1)C2
    -0.6	0.8	1.2	-1.5	-3.6	0.2	2.1	-1.2	-9.8	1.4
Cc1ccc(-n2c(SCC(N)=O)nc3c([nH]c4ccccc43)c2=O)cc1
    -1.8	3.4	6.0	-2.8	-16.6	0.7	-0.3	-1.6	-2.8	4.6
Cc1c(C(=O)N2CCN(c3ccc(F)cc3)CC2)oc2c1C(=O)CCC2
    6.2	1.6	-2.4	-1.1	19.7	0.6	-0.8	2.0	-1.0	7.9
CC(C)c1cc(Cn2c3ccccc3c(=O)n2C(C)C)on1
    -69.3	-32.1	-42.1	-5.9	4.3	1.9	-7.9	4.7	-4.6	-3.4
Cc1ccc(NC(=O)C2CCCN(S(=O)(=O)c3cccnc3)C2)c(C)c1 (stereo unspecified)
    2.5	-2.8	-7.2	-2.6	7.1	0.1	0.7	-1.5	4.4	-8.0
COc1ccc(N2C(=O)C(C)(C)C2c2c(O)ccc3ccccc23)cc1 (stereo unspecified)
    1.8	-5.7	-14.6	4.0	14.2	-0.6	1.4	-1.7	2.1	7.0
CC12CCCCN1CCCc1c2[nH]c2ccccc12 (stereo unspecified)
    -4.4	-5.1	-5.8	7.2	-7.7	0.0	0.3	-3.3	-6.3	4.2
CCN(c1ccccc1)S(=O)(=O)c1ccc(OC)c(NC(=O)c2ccco2)c1
    0.2	-0.7	3.7	0.8	-2.3	0.1	-4.4	-0.1	-4.9	-10.0
CCOC(=O)N1CCC(NC(=O)c2ccc3c(c2)N(Cc2ccc(F)cc2)CCS3)CC1
    -222.2	-244.1	-324.1	-7.0	-16.0	-35.0	1.3	-0.6	1.2	6.1
COP(=O)(CC(=O)c1ccccc1)CC(=O)c1ccccc1
    0.2	4.5	2.8	-4.0	7.7	0.5	3.6	0.6	3.8	-1.3
CCCC(CC)Sc1nc2c([nH]1)c(=S)n(C)c(=O)n2C (stereo unspecified)
    -22.4	-19.9	-30.1	-3.3	6.3	1.8	-1.2	-6.6	1.9	-2.3
C=C(C)CN1C(=O)C2(OCCO2)c2cc(Br)ccc21
    -6.9	-0.4	-5.1	-1.5	4.6	0.4	4.8	-2.1	6.7	-9.6
CCC[C@@H]1C=C(C(=O)OCC)[C@H](c2ccccc2)N1S(=O)(=O)c1ccc(C)cc1
    -1.1	2.1	0.1	3.6	-5.2	-0.1	-3.1	1.2	5.8	-3.1
O=C(Nc1ccc(Br)cc1)OCCN1C(=O)CCC12CCC(c1ccccc1)CC2 (stereo unspecified)
    -0.9	4.2	-0.5	2.6	.	0.5	0.3	-4.2	-3.5	.
COc1ccc(S(=O)(=O)N2CCN(C)CC2)cc1Br
    -1.6	3.9	3.6	-3.8	-3.8	0.3	-6.1	2.2	3.6	7.2
CC(=O)NC(CC(=O)Nc1nc(-c2ccccc2)c(C(C)=O)s1)c1ccccc1 (stereo unspecified)
    -0.3	-2.0	-11.1	-0.6	11.1	0.4	4.1	2.1	1.9	-6.8
COc1cc(/C=N/n2c(-c3n[nH]c4c3CCC4)n[nH]c2=S)ccc1O
    -1.8	3.8	3.2	-0.1	0.7	-0.4	9.7	1.0	-1.1	18.2
NC(=O)N1CCCC1C(=O)Nc1ccc(Cl)c(Cl)c1 (stereo unspecified)
    2.3	1.1	1.0	0.9	17.5	1.0	-3.6	1.1	3.4	-8.1
c1ccc(-c2ccc(C3=Nn4c(nnc4-c4ccccc4)SC3)cc2)cc1
    0.4	-0.2	-0.4	-5.4	.	0.4	-6.1	-4.1	-1.9	.
O=C(Cc1cn2ccsc2n1)NCc1ccccc1
    -3.5	0.1	2.0	1.9	-6.6	-0.3	-0.2	0.1	4.7	-11.8
Cc1cc(C)cc(CSCC(=O)NN=C2CCCCCC2)c1
    0.4	-0.1	-1.4	-3.3	-13.4	-0.4	0.7	9.1	2.4	0.0

Some entries already given, limited to Tn7 DDE FP.
| Structure | Tn7 DDE FP |
| --- | --- |
| O=C(Nc1ccc(Br)cc1)OCCN1C(=O)CCC12CCC(c1ccccc1)CC2 (stereo unspecified) | -3.5 |
| COc1ccc(S(=O)(=O)N2CCN(C)CC2)cc1Br | 3.6 |

Following part.
Below each SMILES: ADAM17 inh	PLC-gamma1 inh	PLC-beta3 inh	MBD2 inh	ARFGAP1 inhibitor	proKLK7 act	Tn6 DDE FP	UHRF1 binding	Tn7 DDE FP	ASAP1 GAP inh
O=C(Cc1cccs1)NCC1CCCO1 (stereo unspecified)
    -4.5	-3.4	-1.2	-0.3	13.5	0.9	-4.8	-0.1	-7.4	-10.4
CCOC(=O)c1c[nH]n(-c2ccccc2)c1=O
    -0.9	1.8	-6.6	-4.2	3.9	-0.2	-9.6	-0.9	-5.5	11.8
C[C@H](CO)N1C[C@H](C)[C@@H](CN(C)C(=O)Nc2ccc3c(c2)OCO3)Oc2c(NC(=O)c3ccncc3)cccc2C1=O
    -1.5	-5.5	-4.7	0.7	4.8	0.1	5.7	-1.8	-3.9	19.4
Cc1c(Cl)cccc1Nc1nc(NCCO)c2ccccc2n1
    -9.0	-3.6	-9.6	3.0	0.8	0.1	-0.4	1.7	-4.5	7.8
CCOC(=O)N1CCC(NC(=O)CS(=O)Cc2nc(-c3ccccc3C)oc2C)CC1 (stereo unspecified)
    -0.8	1.4	-5.2	4.4	9.7	0.6	5.2	-0.7	0.5	7.0
CC1CN(C(=O)COC(=O)c2cccs2)CC(C)O1 (stereo unspecified)
    -2.3	1.8	1.4	2.6	11.5	0.3	-5.1	1.1	-3.1	6.0
CCC(=O)NC(c1cccs1)c1cc(Cl)c2cccnc2c1O (stereo unspecified)
    7.6	-26.9	-32.0	1.3	2.3	0.2	-4.7	-5.9	-4.3	3.9
FC(F)(F)c1ccc(N/N=C/c2cccnc2)nc1
    -0.1	0.0	-6.6	-2.5	-0.5	0.1	5.2	1.2	3.8	-12.3
CC(C)NCC(O)COc1ccc(Br)cc1 (stereo unspecified)
    -2.1	3.6	1.7	1.9	-3.4	-0.4	-8.4	-3.3	-6.7	19.3
CCc1ccc(-n2c(C)n[nH]c2=S)cc1
    -2.6	5.0	-2.6	5.1	15.0	0.0	-6.1	5.9	2.2	-5.7
O=C(Nc1ccccc1)NC1CS(=O)(=O)CC1O (stereo unspecified)
    -5.2	-1.0	3.0	3.8	4.3	-0.3	2.6	0.3	3.0	-0.5
O=C(O)c1ccc(-n2ncc3c2/C(=C/c2cccc([N+](=O)[O-])c2)CC3)cc1
    -3.0	-1.1	-7.6	0.2	2.8	0.3	-6.4	-1.0	0.0	1.3
CCCOc1ccc(C(CC(=O)O)NS(=O)(=O)c2ccc(NC(C)=O)cc2)cc1 (stereo unspecified)
    -2.2	1.3	-0.6	-1.5	3.9	0.7	1.8	-0.7	-5.0	0.1
COc1cccc(NC(=O)C2C3C=CC(C3)C2C(=O)O)c1 (stereo unspecified)
    0.6	-0.4	-2.4	-2.0	-3.8	0.2	-0.7	0.0	-6.0	-10.9
CCOCCCNC(=O)C(NC(=O)c1ccccc1O)c1ccc(C)cc1 (stereo unspecified)
    -114.7	-32.6	-37.1	-3.4	5.9	-6.3	2.8	0.9	-3.3	-1.9
S=c1[nH]nc(-c2ccco2)n1/N=C/c1ccc(Cl)cc1
    -2.1	-1.0	-2.1	-0.5	-2.1	-0.2	-3.1	0.5	-2.5	-15.0
COc1ccc(COc2cc(-c3cccc(OC)c3)nc3ccc(NC(=O)c4ccc(C)cc4)cc23)cc1
    -7.5	-9.2	-14.0	-1.5	4.6	-7.7	-0.2	-1.5	-8.5	15.9

Screens as filed in PubChem BioAssay.
